# Source: PubChem
# AmpC inh det: AmpC beta-lactamase inhibition, detergent assay | purified AmpC, nitrocefin hydrolysis with detergent | Potency, µM (highest dose often 28.7 µM), for inactives: top-dose activity change, negative = inhibition | 0.09% of 71,000 active | AID 584; active = well fitted curve in the direction sought with a large enough effect
# Target sequence (P00811 whole entry, looked up): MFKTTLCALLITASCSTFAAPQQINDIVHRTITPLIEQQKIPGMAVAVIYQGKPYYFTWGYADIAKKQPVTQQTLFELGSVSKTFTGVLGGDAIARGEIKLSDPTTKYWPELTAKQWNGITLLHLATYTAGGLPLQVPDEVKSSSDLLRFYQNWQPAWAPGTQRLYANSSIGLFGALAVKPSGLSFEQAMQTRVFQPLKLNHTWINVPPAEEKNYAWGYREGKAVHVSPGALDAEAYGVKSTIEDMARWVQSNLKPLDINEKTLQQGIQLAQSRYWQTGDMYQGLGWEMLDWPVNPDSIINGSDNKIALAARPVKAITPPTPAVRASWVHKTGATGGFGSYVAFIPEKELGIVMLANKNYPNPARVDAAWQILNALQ
#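 E. coli AmpC (5.3 nM) in 20 mM phosphate pH 7.0 with 0.01% Triton X-100, preincubated 15 min RT with compound; nitrocefin (2 uL of 800 uM stock) hydrolysis followed by 480 nm absorbance every 20 s over 4 min.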
# An asterisk follows results filed as active; & = joins results of further samples; [ ] = remark or other dose. % is set by controls: 0 for no effect and ±100 for the full control effect; potency is the fitted concentration of half-maximal effect. Only part of the results is shown. The share of hits here may be higher or lower than overall.
SMILES: CN(C)C(=O)[C@]1(C)C[C@H]1[C@H](NC(=O)CNC(=O)[C@@H]1CCCN1C(=O)[C@]1(C)C[C@H]1[C@H](NC(=O)OCc1ccccc1)c1ccccc1)c1ccccc1
  AmpC inh det: 8%

SMILES: CN1CCC[C@@H](CC2c3ccccc3Sc3ccccc32)C1
  AmpC inh det: -2%[12.8 µM]

SMILES: COCCNC(=O)Cn1cnc2c1c(=O)n(C)c(=O)n2C
  AmpC inh det: 1%

SMILES: Fc1ccc(-c2nnc(CN3CCC(c4nc5ccccc5s4)CC3)o2)cc1
  AmpC inh det: -3%

SMILES: CCC(=O)NCCc1cc2ccc(C)c(C)c2[nH]c1=O
  AmpC inh det: 15%

SMILES: O=S(=O)(NC1CCCCC1)c1ccc(S(=O)(=O)N2CCN3CCCC3C2)cc1 (centres undefined)
  AmpC inh det: 12%

SMILES: Clc1ccc(OCCn2ccnc2)c2ccccc12
  AmpC inh det: -6%

SMILES: O=C(Nc1ccc(S(=O)(=O)N2CCOCC2)cc1)c1cccs1
  AmpC inh det: -6%

SMILES: Cc1ccc(Cl)cc1N
  AmpC inh det: 8%

SMILES: COc1cc2c3cc1Oc1cc(ccc1O)C[C@@H]1c4c(cc(OC)c(O)c4Oc4ccc(cc4)C[C@H]3[N+](C)(C)CC2)CC[N+]1(C)C
  AmpC inh det: -5%[5.75 µM]

SMILES: Cc1ccc(C)n1/N=C1/NC(=O)CS1
  AmpC inh det: -2%

SMILES: O=c1[nH]c2ccc(Cl)cc2c(-c2ccccc2)c1N1CCOCC1
  AmpC inh det: 11%

SMILES: C=CCn1c(SCc2cc(=O)n3ccsc3n2)nc2scc(C3CC3)c2c1=O
  AmpC inh det: -2%

SMILES: Cc1ccc2cc(CN(C(=O)C3CCCO3)C3CCCCC3)c(=O)[nH]c2c1 (centres undefined)
  AmpC inh det: -2%

SMILES: Cc1nn(CC(=O)N(C)C)c(=O)c2ccccc12
  AmpC inh det: 11%

SMILES: Cc1ccc2c(CC(=O)O)coc2c1C
  AmpC inh det: 18%

SMILES: CC(=O)OC/C=C(C)/C=C/C=C(C)/C=C/C1=C(C)CCCC1(C)C
  AmpC inh det: 12%

SMILES: O=[N+]([O-])c1cc([N+](=O)[O-])c2ccccc2c1
  AmpC inh det: 8%

SMILES: C(=NCCN1CCOCC1)=NC1CCCCC1
  AmpC inh det: -3%[5.75 µM]

SMILES: CC(C)(C)OC(=O)NCCCCCc1nnc(SCC(=O)Nc2cccc(Cl)c2)o1
  AmpC inh det: -5%

SMILES: Cc1cc(C)c2c(n1)nn1c(NCCOCCO)cc(C)nc21
  AmpC inh det: -3%

SMILES: CCCNC(=O)c1ccccc1C(=O)NCCC
  AmpC inh det: 9%

SMILES: O=C(Nc1ccc2nsnc2c1)c1ccc2c(c1)OCO2
  AmpC inh det: -5%

SMILES: O=c1c2oc3ccccc3c2ncn1Cc1ccccc1Cl
  AmpC inh det: -2%

SMILES: CCCCC(=O)NCCc1cc2ccc(OC)cc2[nH]c1=O
  AmpC inh det: -3%

SMILES: Cc1nnc2n1N=CC=C(C(C)(C)C)S2
  AmpC inh det: -2%

SMILES: COc1cc(N2C(=O)c3ccccc3C2=O)c(Cl)cc1C(=O)OCC(=O)NCc1ccco1
  AmpC inh det: -1%

SMILES: Cc1ccc(S(=O)(=O)NC(=O)Nc2ccc(Cl)cn2)cc1
  AmpC inh det: -1%

SMILES: CCOCN(C(=O)CCl)c1c(C)cccc1CC
  AmpC inh det: 8%

SMILES: Nc1nnnn1/N=C/c1ccccc1C(F)(F)F
  AmpC inh det: -4%

SMILES: CN(CC(=O)N1CCN(c2ccccn2)CC1)S(=O)(=O)c1ccc(Br)cc1
  AmpC inh det: -2%

SMILES: COc1ccc(S(=O)(=O)NCCCCNS(=O)(=O)c2ccc(OC)cc2)cc1
  AmpC inh det: 0%

SMILES: CCCCOc1ccc(C(=O)Nc2ccncc2)cc1
  AmpC inh det: -3%

SMILES: CCN(CC)c1ccc2c(c1)CCCN2
  AmpC inh det: -6%

SMILES: N#Cc1ccc(CN2CCCC3(CCN(S(=O)(=O)c4ccccc4)CC3)C2)cc1
  AmpC inh det: -4%

SMILES: Fc1ccc(NCc2nnc(SCc3nnc(-c4ccccc4)o3)n2CC2CCCO2)cc1 (centres undefined)
  AmpC inh det: -2%

SMILES: CNc1nc(-c2c(C)noc2C)nc2ccccc12
  AmpC inh det: 11%

SMILES: CCN(CC)CCCNc1nnc(C)c(=O)[nH]1
  AmpC inh det: 0%

SMILES: CN1C(=O)C(O)(CC(=O)c2ccc(F)cc2)c2cc(Br)ccc21 (centres undefined)
  AmpC inh det: 10%

SMILES: Cc1cc(C)cc(Nc2cc(C)nc3nc(C)nn23)c1
  AmpC inh det: 3%

SMILES: c1ccc2c(NCCN3CCOCC3)nc(-c3ccc4c(c3)OCO4)nc2c1
  AmpC inh det: 8%

SMILES: CCOC(=O)N1CCN(C(=O)C2CCCN(S(C)(=O)=O)C2)CC1 (centres undefined)
  AmpC inh det: -4%

SMILES: Cc1ccc(OCC(=O)NCCN2CCCC2)cc1
  AmpC inh det: -1%

SMILES: O=C(c1ccc2c(c1)OCO2)N(c1ccccc1)C1C=CS(=O)(=O)C1 (centres undefined)
  AmpC inh det: -9%

SMILES: Nc1ccc2nc(-c3ccc(Cl)cc3)[nH]c2c1
  AmpC inh det: 10%

SMILES: CCOC(=O)CNc1c(-c2ccc(O)cc2)nc2ccccn12
  AmpC inh det: 8%

SMILES: O=C1NC(c2ccccc2)(C(F)(F)F)SC2=CCCCCN12 (centres undefined)
  AmpC inh det: -2%

SMILES: COCc1c(Br)c(C)nc(OCC(=O)O)c1C#N
  AmpC inh det: -3%

SMILES: CC(C)(CN)CN
  AmpC inh det: -3%[5.75 µM]

SMILES: CCOC(=O)N1CCN(C(=O)c2cc(Cl)c(Cl)cc2C(=O)O)CC1
  AmpC inh det: -4%

SMILES: O=C(Cc1ccccc1I)Nc1ccccc1
  AmpC inh det: 2%

SMILES: Nc1cc(C(=O)O)c(O)c(S(=O)(=O)O)c1
  AmpC inh det: 9%

SMILES: COC(=O)[C@@]1(Cc2ccccc2)[C@H]2c3cc(C(=O)N4CCCC4)n(Cc4ccc(C(F)(F)F)nc4)c3C[C@H]2CN1C(=O)c1ccccc1
  AmpC inh det: -1%

SMILES: Cc1cccn2c(=O)c(C=Nc3c(C)n(C)n(-c4ccccc4)c3=O)c(N3CCCC3)nc12
  AmpC inh det: -4%

SMILES: O=C(CN1CCN(c2ccccn2)CC1)NCc1cccs1
  AmpC inh det: 3%

SMILES: COc1ccc(-c2nc(N)ncc2Oc2ccccc2Br)c(O)c1
  AmpC inh det: -3%

SMILES: CCCn1c(SCC(=O)Nc2ccc3c(c2)OCCO3)nnc1-c1ccco1
  AmpC inh det: -1%

SMILES: O=C(Oc1ccc(-c2ccccc2)cc1)N1CCOCC1
  AmpC inh det: -4%

SMILES: C[C@@H](/C=C\c1cccc(Oc2ccc(F)cc2)c1)N(O)C(N)=O
  AmpC inh det: -11%&-1%

SMILES: COc1cc2nc(SCC(=O)NCCc3ccccc3)n(Cc3ccco3)c(=O)c2cc1OC
  AmpC inh det: -1%

SMILES: CCOC(=O)N1CCN(C(=O)Cc2ccc(-n3c(=S)[nH]c4ccccc4c3=O)cc2)CC1
  AmpC inh det: -5%

SMILES: CSc1ccc(S(=O)(=O)Nc2c(C)cccc2C)cc1
  AmpC inh det: -5%

SMILES: Cc1cc(=O)[nH]c(Cc2ccc(OC(C)C)cc2)n1
  AmpC inh det: 0%

SMILES: CC(C)c1nc(SCC(=O)Nc2cccc(C(F)(F)F)c2)c2c(=O)n(C)c(=O)n(C)c2n1
  AmpC inh det: 11%

SMILES: Cc1ccc(C(=O)OCC(=O)Nc2ccc3c(c2)OCO3)o1
  AmpC inh det: -3%

SMILES: OCCCN1c2ccccc2Nc2nnc(-c3ccccc3)cc21
  AmpC inh det: 1%

SMILES: O=C(COc1cc(Cl)c(Cl)cc1Cl)Nc1ccncc1
  AmpC inh det: -4%

SMILES: CC(C)c1ccccc1NC(=O)c1ccco1
  AmpC inh det: 0%

SMILES: CCCn1c(/N=C/c2cc(OC)ccc2O)nc2ccccc21
  AmpC inh det: 0%

SMILES: COc1cc(OC)c(C2Oc3nc(SC)nnc3-c3ccccc3N2C(C)=O)cc1OC (centres undefined)
  AmpC inh det: 25%

SMILES: CCn1nc(C(=O)N2CCc3ccccc3C2)c2ccccc2c1=O
  AmpC inh det: -2%

SMILES: CCC(C)(C)n1nnnc1CN1CCC(c2nc3ccc(C)cc3[nH]2)CC1
  AmpC inh det: 0%

SMILES: CCOC(=O)c1c(C)n(CC(O)c2ccccc2)c2ccc(O)cc12 (centres undefined)
  AmpC inh det: -1%

SMILES: COc1ccc2nc(N)sc2c1
  AmpC inh det: 12%

SMILES: NC[C@@H]1O[C@H](C23CC4CC(CC(C4)C2)C3)Cc2c1ccc(O)c2O
  AmpC inh det: -8%&-1%

SMILES: COc1ccc(-c2cc(-c3cc(F)ccc3O)[nH]n2)cc1OC
  AmpC inh det: 4%

SMILES: CC(=O)OC(Cn1nc(C)cc1C)c1ccccc1 (centres undefined)
  AmpC inh det: -5%

SMILES: Cc1nnc(SCc2ccon2)n1-c1ccccc1
  AmpC inh det: -1%

SMILES: CCOC(=O)c1c(-c2ccc(C)o2)csc1N
  AmpC inh det: 16%

SMILES: Cc1cccc(-c2nc3ccccc3c(=O)n2-n2cccc2)c1
  AmpC inh det: 21%

SMILES: Cc1ccccc1Nc1nc(N)nc(CSc2nnc3sc4ccccc4n23)n1
  AmpC inh det: 7%

SMILES: COC1=C(C)C(=O)c2c(c(COC(N)=O)c3n2C[C@@H]2[C@@H]3N2C)C1=O (some centres undefined)
  AmpC inh det: 1%[5.75 µM]

SMILES: CCC(C)[C@H](N)c1nnc(SCC(=O)Nc2cccc(Cl)c2)o1 (some centres undefined)
  AmpC inh det: -2%

SMILES: COc1ccc2[nH]c3c(=O)n(CCCCC(=O)NCCN4CCCC4)c(=S)[nH]c3c2c1
  AmpC inh det: -4%

SMILES: Cn1c(=O)oc2cc(S(=O)(=O)Nc3ccc4c(c3)OCCO4)ccc21
  AmpC inh det: 9%

SMILES: COc1ccccc1N1CCN(C(=O)c2c(-c3c(Cl)cccc3Cl)noc2C)CC1
  AmpC inh det: 4%

SMILES: COc1ccccc1OCCCn1c(=O)oc2ccccc21
  AmpC inh det: -4%

SMILES: CN(C(=O)c1ccc(S(=O)(=O)NC2CCCC2)cc1)C1CCCCC1
  AmpC inh det: 12%

SMILES: CC1=C(C(=O)N2CCOCC2)C(c2ccsc2)C2=C(CCCC2=O)N1 (centres undefined)
  AmpC inh det: -2%

SMILES: COc1ccc(CCCO[C@@H](Cn2ccnc2)c2ccc(OC)cc2)cc1
  AmpC inh det: -10%

SMILES: CCCc1ccc(OCCNC(C)=O)cc1
  AmpC inh det: -5%

SMILES: O=S1(=O)CC=C(CSc2nc3ccccc3[nH]2)C1
  AmpC inh det: 13%

SMILES: O=C(NCc1ccc2c(c1)OCO2)C1CCN(c2ccc(S(=O)(=O)N3CCCC3)cc2)CC1
  AmpC inh det: 13%

SMILES: Cc1ccccc1CSc1nncn1N
  AmpC inh det: 16%

SMILES: Nc1ncnc2c1cnn2-c1ccccc1
  AmpC inh det: 13%

SMILES: N#Cc1ccc(CN2CCC3(CC2)CCN(C(=O)Oc2ccccc2)CC3)cc1
  AmpC inh det: 2%

SMILES: CC(C)(C)n1nnnc1C(c1ccncc1)N1CCN(C2CCCCC2)CC1 (centres undefined)
  AmpC inh det: 6%

SMILES: COc1ccc(NC(=O)Nc2ccccc2C(=O)N2CCCC2)cc1
  AmpC inh det: -3%

SMILES: Cc1cc(N=Cc2c(O)ccc3ccccc23)no1
  AmpC inh det: 5%

SMILES: O=C(CSc1nnnn1C1CCCCC1)NCc1cccc(C(=O)O)c1
  AmpC inh det: -6%

SMILES: CCOC(=O)c1c(C)oc2cc(Br)c(OC(=O)N3CCOCC3)cc12
  AmpC inh det: -2%

SMILES: CCC(C)NC(=O)C(Cc1ccccc1)NS(=O)(=O)c1cccc2nsnc12 (centres undefined)
  AmpC inh det: -1%

SMILES: COc1ccccc1Nc1cc(C(=O)NCCCN2CCOCC2)c2ccccc2n1
  AmpC inh det: 8%

SMILES: COc1cc(C2/C(=C(\O)c3ccc4c(c3)CC(C)O4)C(=O)C(=O)N2CCCn2ccnc2)ccc1O (centres undefined)
  AmpC inh det: 1%

SMILES: COc1ccccc1NC(=O)COc1ccc(/C=N/n2cnnc2)cc1OC
  AmpC inh det: -2%

SMILES: COC(=O)Nc1nc2ccc(C(=O)c3cccs3)cc2[nH]1
  AmpC inh det: -1%

SMILES: O=C1NCCN1C(=O)N(c1ccccc1)c1ccccc1
  AmpC inh det: 2%

SMILES: COc1ccccc1NC(=O)CSc1nnc(-c2ccco2)o1
  AmpC inh det: -4%

SMILES: CCCOc1ccc(NC(=O)C2CC(=O)N(C(C)C)C2)cc1 (centres undefined)
  AmpC inh det: 13%

SMILES: CCOc1ccc(N(CC(=O)NCc2ccccc2)S(C)(=O)=O)cc1
  AmpC inh det: 7%

SMILES: COc1cc2oc(-c3ccccc3)cc(=O)c2cc1OC
  AmpC inh det: -1%

SMILES: O=S(=O)(Nc1ccc(O)c(CN2CCCCC2)c1)c1ccccc1
  AmpC inh det: -1%
